From PubChem BioAssay
HIF-2a inh = blocks HIF-2a reporter activity; 786-0 RCC cells HIF-2a reporter, luciferase luminescence, overnight; inhibition, % at 18.8 µM; 0.72% of 360,000 active; AID 624352;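 active = inhibition of the luminescence signal of 40% or more relative to plate controls, in a single-dose primary screen at 18.75 µM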
KKLEB cytotox = CF airway cell cytotoxicity counter-screen. KKLEB CF airway cells viability, ATPlite luminescence, overnight; hits give low values; cells stimulated with P. aeruginosa culture filtrate. activity change (cytotoxicity), % at 5 µM. 0.36% of 360,000 active;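 active = corrected activity change at or below -50% at 5 µM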
Peg3 promoter = Peg3 promoter activity inhibition | inhibition, % at 20 µM | AID 588405 | HeLa PEG-Prom luciferase reporter, luminescence, overnight | 1.7% of 360,000 active;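 active = inhibition of at least 50% at 20 µM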
Shn3 inh set2 = reduces Shn3 3'UTR luciferase signal in osteoblasts. Clone20 osteoblast Shn3 3'UTR firefly luciferase, 24 h. inhibition, % at 12.5 µM. 0.52% of 360,000 active. AID 588674;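 active = mean inhibition of at least 75% with every replicate also reaching 75%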;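 note: 0% = median of neutral control wells and 100% = pilot-screen positive control compound; some compounds past the cut are filed as inactive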
NR2E3 ag-1 = activates human photoreceptor nuclear receptor NR2E3 | Q9Y5X4 | GST-NR2E3/biotin-RetCOR TR-FRET, 1536-well | inhibition of corepressor binding, % at 4.78 µM | 0.12% of 320,000 active | AID 2300;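 active = percent inhibition above the cutoff of mean plus 3 SD of all tested compounds, set per screening campaign, cut at about 20% in these data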;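 note: 0% = DMSO wells and 100% = biotin wells as full block of FRET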
Target sequence (Q9Y5X4 whole entry, looked up): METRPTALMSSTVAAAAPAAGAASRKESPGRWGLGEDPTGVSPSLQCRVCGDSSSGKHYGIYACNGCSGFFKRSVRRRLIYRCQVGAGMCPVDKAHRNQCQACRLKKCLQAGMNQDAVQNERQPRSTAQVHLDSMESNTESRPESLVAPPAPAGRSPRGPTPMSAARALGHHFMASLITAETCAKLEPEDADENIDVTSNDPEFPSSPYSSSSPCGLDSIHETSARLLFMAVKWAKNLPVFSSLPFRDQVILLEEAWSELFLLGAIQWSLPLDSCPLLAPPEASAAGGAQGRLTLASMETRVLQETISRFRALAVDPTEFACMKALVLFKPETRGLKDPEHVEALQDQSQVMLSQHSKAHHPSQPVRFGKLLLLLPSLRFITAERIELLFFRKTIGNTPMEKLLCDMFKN
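Test system: GST-NR2E3 and biotin-RetCOR proteins | Quantity: 1.35 nM GST-tagged NR2E3 final | Medium: Tris pH 7.5 | Also added: 7 nM biotin-RetCOR | Dosing: Compound at 4.8 µM, single dose | Timing: 5 h at 4 °C | Detection: Time-resolved FRET | Read-out basis: Percent inhibition | Benchmarks: Biotin wells as high control, 0.6% DMSO wells as low control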
TRPM1 prom inh = MITF TRPM1 promoter inhibition in SK-MEL-5 cells. inhibition, % at 12.5 µM. 0.83% of 330,000 active. SK-MEL-5 TRPM1 promoter luciferase, 24 h. AID 488899;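 active = mean inhibition across replicates of 60% or more, whatever share of single replicates reaches that level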; note: values of inactives mirror those of a sister screen read the other way
TWEAK-Fn14 inh = TWEAK-Fn14 signaling inhibition | 2% of 360,000 active | TWEAK-stimulated Fn14 reporter cells, luciferase luminescence, 8 h | inhibition, % at 10 µM; in the data active = inhibition above about 50%
NR2E3 ag-2 = activates human NR2E3 receptor | CHO-S Gal4-NCOR/VP16-NR2E3 two-hybrid, luciferase | inhibition of corepressor binding, % at 3.98 µM | 0.35% of 360,000 active | AID 602229;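 active = inhibition above the mean of all tested compounds plus 3 SD, cut at about 70% in these data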;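 note: 0% = DMSO with NR2E3 transfected cells and 100% = cells lacking NR2E3 construct; higher means lower luciferase signal from less NR2E3 corepressor binding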
CF NFkB block = cystic fibrosis NF-kB activation inhibition; KKLEB NF-kB-GFP reporter, PAF-induced, GFP fluorescence overnight; inhibition, % at 5 µM; 0.86% of 360,000 active;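 active = at least 50% inhibition at 5 µM, scaled per plate between neutral and stimulator controls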;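 note: PAF is a Pseudomonas aeruginosa culture filtrate used as stimulus; plate controls were PAF-stimulated DMSO wells for no effect and unstimulated DMSO wells for full effect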
hiPSC survival = increases survival of single human iPS cells; hiPSC single-cell survival, ATPlite luminescence; 100% = ROCK inhibitor wells, 0% = DMSO; 0.044% of 360,000 active; survival enhancement, % at 20 µM; in the data active = survival enhancement above about 18%;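 note: cells exposed to compounds for 16 hours before the ATP read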
aDG glyco act = increases alpha dystroglycan glycosylation | 0.22% of 360,000 active | AID 624168 | activation, % at 10 µM | Pro5-aDG cells, alpha-DG glycosylation AlphaScreen (IIH6); 0% Pro5, 100% B10-LARGE cell signal;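 active = activation of at least 8% versus controls, or a plate z-score of at least 8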;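 note: Pro5 are CHO cells carrying HIG-tagged alpha-DG that lacks glycosylation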
* = called active by the depositor; . = no result given.

structure,HIF-2a inh,KKLEB cytotox,Peg3 promoter,Shn3 inh set2,NR2E3 ag-1,TRPM1 prom inh,TWEAK-Fn14 inh,NR2E3 ag-2,CF NFkB block,hiPSC survival,aDG glyco act
O=C(Nc1ccccc1)[C@@H]1CC=C[C@@H]2CCN(C3CCCCC3)C(=O)[C@@H]21,15.9,-3.0,0.1,-3.3,1.4,1.6,3.1,-25.6,-16.7,-3.5,0.0
CCOc1ccc(N(CC(=O)Nc2ccc(C)cc2)S(=O)(=O)c2c(C)[nH]c(=O)[nH]c2=O)cc1,15.7,-1.9,2.1,.,-0.6,11.3,-19.5,-20.0,-6.9,-0.8,-0.1
CCOC(=O)c1c(C)sc2c1N(C(=O)CCl)c1cc(Cl)ccc1S2,91.5*,-76.0*,86.8*,11.3,2.3,82.1*,38.9,-18.9,68.8*,-2.1,-0.3
COc1ccc(-c2nc(CN3CCN(Cc4ccccc4)CC3)c(C)o2)cc1,13.1,3.9,21.5,-42.8,-1.8,13.1,8.1,-7.0,-12.8,1.1,0.1
Cc1cccc(Cn2c(=O)c3c(nc4n3CCCN4Cc3ccccc3)n(C)c2=O)c1,27.1,-4.0,25.8,7.0,-0.6,9.1,25.4,-11.1,7.6,1.8,-0.1
O=C(Nc1ccncc1)C1CCN(S(=O)(=O)c2ccccc2C(F)(F)F)CC1,5.6,6.3,4.0,18.9,0.3,-5.7,23.0,5.3,-12.8,1.1,0.1
Cc1ccc(C)n1-c1ccc(C(=O)N/N=C/c2ccncc2)cc1,12.6,5.3,-11.5,-30.7,2.4,-8.5,13.7,-16.8,1.6,-0.6,0.1
CCOC(=O)N1CCN(C(=O)c2csc3c2CCCCC3)CC1,-7.8,22.9,9.6,10.1,2.1,5.0,-23.4,-18.3,-3.7,1.3,0.8
Nc1nn2c(-c3ccccc3)cc(=O)[nH]c2c1N=Nc1ccc(O)cc1,-24.0,5.1,-3.6,15.7,-1.7,-3.4,-13.0,-26.9,-77.1,-1.4,-0.4
CC(=O)NCCc1csc(-c2ccccc2)n1,-69.8,-4.3,-25.4,-6.2,1.8,-20.3,-20.1,-23.1,9.3,-3.4,-0.1

The final 4 entries of the part before are carried over, then new ones follow:
structure,HIF-2a inh,KKLEB cytotox,Peg3 promoter,Shn3 inh set2,NR2E3 ag-1,TRPM1 prom inh,TWEAK-Fn14 inh,NR2E3 ag-2,CF NFkB block,hiPSC survival,aDG glyco act
Cc1ccc(C)n1-c1ccc(C(=O)N/N=C/c2ccncc2)cc1,12.6,5.3,-11.5,-30.7,2.4,-8.5,13.7,-16.8,1.6,-0.6,0.1
CCOC(=O)N1CCN(C(=O)c2csc3c2CCCCC3)CC1,-7.8,22.9,9.6,10.1,2.1,5.0,-23.4,-18.3,-3.7,1.3,0.8
Nc1nn2c(-c3ccccc3)cc(=O)[nH]c2c1N=Nc1ccc(O)cc1,-24.0,5.1,-3.6,15.7,-1.7,-3.4,-13.0,-26.9,-77.1,-1.4,-0.4
CC(=O)NCCc1csc(-c2ccccc2)n1,-69.8,-4.3,-25.4,-6.2,1.8,-20.3,-20.1,-23.1,9.3,-3.4,-0.1
CC(C)c1nnc(NC(=O)CCC(=O)NCc2ccccc2Cl)s1,-10.6,-4.7,-2.6,75.1,2.8,-1.8,-6.3,-33.0,4.1,-0.5,0.1
CCOc1nc(C#N)nc(N2CCCCC2)n1,21.1,-7.5,16.6,-1.4,.,26.5,12.9,4.5,47.1,-0.1,0.4
CC(C(=O)NC1C(=O)N2C(C(=O)O)=C(CSc3nnnn3C)CSC12)n1cc(Cl)cn1 (centres undefined),22.0,6.9,15.8,7.6,1.5,1.7,-21.0,0.6,1.7,-1.9,-0.2
C=CCN(Cc1ccc(Cl)s1)C(=O)CNC(=O)CNC(=O)c1ccc(Cl)cc1Cl,12.2,1.9,20.2,7.8,-0.4,2.7,-6.4,24.8,6.5,-1.4,0.0
CCOC(=O)C1CCCN(C(=O)CCCn2nnnc2CN2CCC(C)CC2)C1 (centres undefined),0.6,-2.8,15.3,10.6,-1.5,-10.1,-2.8,4.7,-1.1,-0.4,0.0
COc1ccc(F)cc1S(=O)(=O)N1CCc2ccccc2C1,6.0,-4.4,6.4,2.5,.,.,-5.9,-4.1,-25.6,-2.5,0.3
Cn1cc([C@@H]2C[C@H]3CN(Cc4cccc(Cl)c4)C(=O)[C@]34CCCN24)c2ccccc21,12.4,-13.8,12.4,-2.4,-0.1,17.0,-1.6,-12.3,19.6,-1.7,-0.3
CCC(C)C(NC(=O)C(CC(C)C)NC(=O)C(CO)NC(=O)C1CCC(=O)N1)C(=O)OC (centres undefined),12.8,1.7,6.0,-8.4,1.4,4.3,9.0,-16.3,-9.2,0.6,0.1
CNC(=O)c1ccccc1S(=O)(=O)c1ccccc1C#N,2.9,11.0,9.4,-10.3,-1.0,-2.8,9.8,-2.5,-4.3,0.2,0.0
CC1CCN(S(=O)(=O)c2cc(Br)cc(C(=O)NC3=NCCS3)c2)CC1,-43.6,-3.1,-3.3,-33.6,0.5,-13.4,3.6,-22.9,7.3,0.7,0.5

Additional records.
structure,HIF-2a inh,KKLEB cytotox,Peg3 promoter,Shn3 inh set2,NR2E3 ag-1,TRPM1 prom inh,TWEAK-Fn14 inh,NR2E3 ag-2,CF NFkB block,hiPSC survival,aDG glyco act
COc1ccc(C(=O)NC2CC2)cc1OC1CCN(Cc2ccc(SC)cc2)CC1,11.4,-5.6,-4.3,-3.6,-2.3,10.2,-19.1,-28.2,-2.1,0.6,0.5
COc1ccc(/C=N/n2c(-c3cc(C)[nH]n3)n[nH]c2=S)cc1OC,18.3,-10.7,11.2,.,2.5,.,-19.4,-9.4,18.0,-0.2,-0.1
CCOC(=O)C1=NNC(C(=O)c2ccc(Cl)cc2)C1c1ccc(OC)cc1 (centres undefined),4.4,4.1,15.6,11.3,-0.8,0.0,-12.6,-2.0,-21.8,-2.3,-0.1
CC1CC(C)CN(CCCNC(=O)c2ccc3c(c2)N(Cc2ccccc2)C(=O)c2ccccc2S3=O)C1 (centres undefined),9.0,-28.8,20.9,-2.0,-0.9,13.0,16.4,3.8,11.4,-0.6,1.8
COc1ccccc1NC(=O)Nc1ccc(C)cn1,-116.0,10.5,-65.6,-32.8,.,3.4,-13.5,11.7,2.5,-0.4,0.1
Cc1ccc(S(=O)(=O)N/N=C2/CCCCC2C2CCCCC2)cc1[N+](=O)[O-] (centres undefined),12.1,-7.1,7.3,-15.4,2.0,-5.8,-27.8,0.1,8.5,0.2,-0.2
NC(=O)NC(CC(=O)NCCCc1ccccc1)c1ccc(Cl)cc1 (centres undefined),4.9,3.9,6.4,-0.6,-1.0,-2.6,0.5,11.1,-11.0,1.0,-0.1
O=C1NC2(CCCCC2)C(=O)N1c1ccc(Cl)cc1,-16.0,0.0,-13.0,14.4,2.0,-14.5,-9.7,-9.6,0.6,0.0,-0.1
COCc1cccc(-c2csc(C(O)c3ccccc3)n2)c1 (centres undefined),-216.9,10.8,-233.6,7.9,.,.,-2.6,-68.6,-55.0,-0.3,0.3
COC(=O)c1sccc1Oc1c(Cl)cccc1[N+](=O)[O-],13.1,-2.1,3.5,-16.0,0.9,-2.6,-3.7,-45.0,11.6,-0.4,0.3

Next section
structure,HIF-2a inh,KKLEB cytotox,Peg3 promoter,Shn3 inh set2,NR2E3 ag-1,TRPM1 prom inh,TWEAK-Fn14 inh,NR2E3 ag-2,CF NFkB block,hiPSC survival,aDG glyco act
CCOc1ccc2nc(NC(=O)CC3Oc4ccccc4NC3=O)sc2c1 (centres undefined),-31.7,-17.1,22.8,11.9,0.0,-16.2,-3.4,-16.9,-4.2,-0.3,0.7
COC(=O)c1sccc1NS(=O)(=O)c1ccccc1,10.4,2.1,13.2,7.6,1.6,6.8,-4.5,13.0,15.0,0.6,-0.2
O=C(CSc1nnc(-c2ccc(Cl)cc2)n1Cc1ccco1)Nc1ccc2c(c1)OCCO2,5.7,-1.9,4.2,3.3,1.2,9.1,10.1,-7.0,15.4,0.8,0.1
COc1ccc(-c2nnn(CC(=O)N(Cc3cccs3)C(C)C(=O)NC3CCCC3)n2)cc1OC (centres undefined),18.7,5.5,33.9,-0.4,-1.5,15.7,6.3,-20.0,2.7,-2.2,0.0
O=C(NC1CCN(C(=O)N2c3ccccc3Sc3ccccc32)CC1)c1ccccc1Cl,7.4,8.6,32.0,41.2,-2.8,7.5,17.8,-18.7,-5.1,-1.7,0.4
CCCCCCCCc1nc(SC(C)C(=O)O)n[nH]1 (centres undefined),5.9,-8.0,13.5,-28.1,2.3,9.4,4.9,15.1,8.5,3.6,0.2
CCNC(=S)N1CCN(Cc2ccc3c(c2)OCO3)CC1,8.0,5.1,3.2,6.3,0.0,3.1,8.8,-10.5,6.2,1.3,-0.4
Cc1[nH]n(-c2ccc([N+](=O)[O-])cc2)c(=O)c1/C=N/N1CCOCC1,-52.3,0.6,-17.2,-2.5,1.3,-22.1,-34.1,1.5,-5.3,-2.2,0.5
O=C(C1=C[C@@H](C2CC2)C[C@@H](OCCCCO)O1)N1CCN(Cc2ccc3c(c2)OCO3)CC1,15.7,5.8,-2.5,-10.0,0.3,-12.8,-10.7,9.5,0.3,-1.1,0.1
COc1ccc([C@@H]2CC=C(C(=O)O)[C@H](c3ccccc3F)N2S(=O)(=O)c2ccc(C)cc2)cc1OC,2.3,16.9,6.1,3.7,5.7,1.9,-0.8,-10.9,-3.5,-2.2,-0.5

More entries:
structure,HIF-2a inh,KKLEB cytotox,Peg3 promoter,Shn3 inh set2,NR2E3 ag-1,TRPM1 prom inh,TWEAK-Fn14 inh,NR2E3 ag-2,CF NFkB block,hiPSC survival,aDG glyco act
Cc1cc(O)ccc1N=Cc1c(C(F)(F)F)[nH][nH]c1=O,-21.9,1.9,-17.2,-7.0,-0.3,9.3,10.1,-19.9,-4.6,-1.9,-0.1
CN(CC(O)Cn1cnc2c1c(=O)n(C)c(=O)n2C)c1ccccc1 (centres undefined),11.3,-1.3,-8.4,17.8,-0.1,-4.4,9.6,-3.4,-16.8,-0.5,0.7
CCOc1ccc(C2C(C#N)=C(N)Oc3cc(C)n(CCN(C)C)c(=O)c32)cc1OCC (centres undefined),12.1,1.1,9.8,3.1,2.4,1.1,3.0,-14.3,-15.5,0.1,-0.2
Nc1nc(N2CCN(c3ccc(F)cc3)CC2)n[nH]1,8.2,-16.9,2.2,-6.7,2.6,-2.2,-0.5,-9.7,16.7,0.3,0.2
Cc1cc(NC(=O)CN2CCN(c3cccc(Cl)c3)CC2)no1,6.4,1.6,14.2,8.1,-2.6,-4.2,-3.4,-17.2,0.4,0.2,0.0
CC(C)OC(=O)C(C#N)c1nc2ccccc2nc1N1CCCC1 (centres undefined),17.3,3.9,7.1,17.8,2.9,0.7,2.1,1.8,-5.3,8.7,-0.3
CC(Sc1nc2ccccc2c(=O)[nH]1)C(=O)O (centres undefined),12.1,7.9,4.6,4.2,4.5,-2.3,-6.2,-10.3,5.6,-1.7,-0.2
CCN(C(=O)c1cc(Cl)ccc1Cl)C1CCS(=O)(=O)C1 (centres undefined),5.8,3.5,4.0,-8.5,0.2,3.1,8.4,-24.8,7.7,-0.3,-0.2

Not a hit list; overall some 4.4% were active at least once.
